# From PubChem
# D1 PAM: potentiators of human D1 dopamine receptor | P21728 | AID 504651 | hit rate 0.036% among 360,000 | potentiation, % at 10 µM | HEK293 TREx D1 cells, calcium flux, dopamine EC20 potentiation; in the data active = potentiation above about 30%; note: 0% is about no effect
# D1 antagonist: antagonists of human D1 dopamine receptor. P21728. HEK293 TREx D1 cells, calcium flux, dopamine EC80; active compounds read low. activity change, negative = inhibition, % at 10 µM. hit rate 3.2% among 360,000. AID 504652; in the data active = activity change below about -30%; note: % is set by controls: 0 for no effect and ±100 for the full control effect
#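 Inducible Hek293 Trex D1 cells (tetracycline, overnight, 30 C). Calcium dye 30–90 min RT. Antagonist mode: EC80 dopamine added after 180 s compound read.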
# RXFP1 ag: RXFP1 (human) receptor agonism; hit rate 0.3% among 370,000; HEK293T-RXFP1 cAMP TR-FRET, 30 min; response scale: percent of porcine relaxin response, buffer zero; Potency, µM (top dose mostly 57.5 µM), for the others: top-dose activation, actives largely listed as activators; Q9HBX9; note: potency is the fitted concentration of half-maximal effect; % is set by controls: 0 for no effect and ±100 for the full control effect; nearly all actives have a fitted effect of over 60% in size; many of its hits are not listed in these tables
#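 cAMP rise read by TR-FRET after 30 min, 37C compound exposure (up to 58 uM) in RXFP1-transfected HEK293 cells with Ro 20174 present. EC50 from Hill-equation fits, with 29 nM porcine relaxin as 100% and buffer as basal.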
# Vif-APOBEC3F blk: Vif-A3F binding inhibition; HeLa A3F-eYFP + Vif (tagged APOBEC3F with the HIV-1 protein that degrades it), YFP fluorescence increase; Potency, µM (highest dose often 46.1 µM), inactives show top-dose activity, negative = active; hit rate 0.2% among 390,000; AID 602313; note: potency is the fitted concentration of half-maximal effect; % of control where 0% means no effect; nearly all actives have a fitted effect of over 65% in size
#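 HeLa cells stably expressing Vif plus C-terminally eYFP-tagged A3F were seeded, incubated overnight at 37 deg C, dosed with compound, incubated overnight again at 37 deg C. Yellow fluorescence (Ex 488/Em 500-530) reported blocked Vif-mediated A3F-eYFP degradation.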
# Vif-APOBEC3G blk: Vif-A3G binding inhibition. Q9HC16. HeLa A3G-eYFP + Vif (tagged APOBEC3G with the HIV-1 protein that degrades it), YFP fluorescence, overnight. Potency, µM (titrated, usually from 46.1 µM), inactives show at the top dose activity, negative = active, usual class: inhibitors. hit rate 0.076% among 410,000;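 note: potency is the fitted concentration of half-maximal effect; % is set by controls: 0 for no effect and ±100 for the full control effect; nearly all actives have a fitted effect of over 60% in size; hits raise eYFP signal because A3G escapes Vif-driven loss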
# Target sequence (Q9HC16 whole entry, looked up): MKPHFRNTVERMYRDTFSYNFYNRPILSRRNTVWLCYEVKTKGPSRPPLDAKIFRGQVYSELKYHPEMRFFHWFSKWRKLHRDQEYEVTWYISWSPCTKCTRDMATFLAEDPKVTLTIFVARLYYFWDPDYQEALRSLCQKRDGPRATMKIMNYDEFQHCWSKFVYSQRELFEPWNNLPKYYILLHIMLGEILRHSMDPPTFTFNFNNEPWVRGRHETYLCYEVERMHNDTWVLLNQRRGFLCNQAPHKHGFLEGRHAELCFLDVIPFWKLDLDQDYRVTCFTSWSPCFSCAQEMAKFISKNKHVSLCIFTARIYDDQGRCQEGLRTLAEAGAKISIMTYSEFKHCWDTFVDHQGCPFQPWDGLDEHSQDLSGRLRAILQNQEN
#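 HeLa cells stably expressing Vif and C-terminally eYFP-tagged A3G, seeded overnight at 37 deg C, then exposed to compound by pintool overnight at 37 deg C. Rise in yellow fluorescence (Ex 488/Em 500-530, Acumen) marks blocked Vif-driven A3G degradation.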
# D2 potentiator: D2 dopamine receptor (human) potentiation; AID 485347; P14416; HEK293 T-REx D2, calcium flux, EC20 dopamine potentiation; hit rate 0.34% among 340,000; potentiation, % at 10 µM;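 active = potentiation over 3 SD above the plate norm, cut at about 30% in these data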; note: 0% is about no effect
# Target sequence (P14416 whole entry, looked up): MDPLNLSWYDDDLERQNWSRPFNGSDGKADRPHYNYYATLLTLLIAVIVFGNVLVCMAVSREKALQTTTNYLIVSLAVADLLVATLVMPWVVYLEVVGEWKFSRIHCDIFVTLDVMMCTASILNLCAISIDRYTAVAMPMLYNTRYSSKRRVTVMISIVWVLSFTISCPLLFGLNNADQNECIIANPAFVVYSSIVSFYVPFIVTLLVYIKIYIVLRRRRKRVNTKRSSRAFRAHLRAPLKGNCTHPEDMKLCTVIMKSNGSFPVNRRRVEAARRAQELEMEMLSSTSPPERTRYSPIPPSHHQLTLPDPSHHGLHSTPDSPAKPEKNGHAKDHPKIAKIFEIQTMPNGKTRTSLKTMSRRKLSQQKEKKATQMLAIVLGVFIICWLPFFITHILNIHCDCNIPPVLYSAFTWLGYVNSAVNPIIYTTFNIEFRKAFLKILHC
#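 Tetracycline-induced Hek293 Trex D2 cells, force-coupled to calcium, loaded with no-wash calcium dye. Compound added with 180 s kinetic read for agonism, then EC20 dopamine and a further 180 s read for potentiation.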
# LDHA inh: LDHA (human) enzyme inhibition; purified LDHA, NADH/diaphorase-resazurin fluorescence; active compounds read low; hit rate 0.15% among 480,000; activity change, % (values are at about 110 or 230 µM); in the data active = activity change below about -30%;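 note: plate controls were DMSO wells for no effect and wells without enzyme for full effect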
#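 Remaining NADH was detected by diaphorase (0.133 mg/mL) converting 37 µM resazurin to fluorescent resorufin, read at 0 and 20 minutes. The preceding 5-minute room-temperature reaction used 2 nM LDHA, 0.2 mM sodium pyruvate and 0.06 mM NADH at pH 7.4.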
# D1 ag: activates the human D1 dopamine receptor. hit rate 1% among 360,000. P21728. HEK293 T-REx D1 cells, calcium flux, agonist mode. activation, % at 2 µM. AID 504660; in the data active = activation above about 30%; note: 0% is about no effect
#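 Inducible HEK293 T-REx D1 cells, force-coupled to calcium signalling, were plated at 4000 cells/well with tetracycline and held overnight at 30 C. After no-wash calcium dye loading, compound-evoked calcium rise over 180 s flagged agonists.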
# GRP78 ERSR act: induces the endoplasmic reticulum stress response in human glioma cells. U87-MG GRP78 promoter luciferase reporter, 16 h. Potency, µM, inactives show at the top dose activation, actives largely listed as activators. hit rate 0.02% among 420,000; note: potency is the fitted concentration of half-maximal effect; series mostly up to about 76 µM; % of control where 0% means no effect; nearly all actives have a fitted effect of over 35% in size
#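 ERSR induction read as luciferase luminescence (Bright-Glo, 10 min at room temperature) in stably transfected human U87-MG glioma cells exposed to compounds for 16 h, using GRP78 as sensor.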
# Starred values were filed as active, the others as inactive; . = no result given. Unless noted, calls come from the whole dose curve; as a rule, active = well fitted curve in the direction sought with a large enough effect; inconclusive = small, poorly fitted or top-dose-only effect, or another doubt; inactive = no such curve, though single readings can be large; an effect the other way counts as inactive or inconclusive. Some of the compounds tested; the hit share may differ from the screen's.
SMILES,D1 PAM,D1 antagonist,RXFP1 ag,Vif-APOBEC3F blk,Vif-APOBEC3G blk,D2 potentiator,LDHA inh,D1 ag,GRP78 ERSR act
COc1ccc(C2Nc3ccc(Br)cc3C(c3ccccc3)N2CC(=O)O)cc1 (configuration not stated),-6.5,23.5,0.9%,-17.7%,-2.8%,-19.2,-1.3,0.3,-6.2%
CCn1cc(CN2CCCC(CO)(Cc3ccc(F)cc3)C2)c2ccccc21 (configuration not stated),-3.0,-17.2,0.6%,7.3%,3.2%,-2.2,-3.0,30.6*,-1.9%
O=C1/C(=C/c2cccc(O)c2)SC(=S)N1CC1CCCO1 (configuration not stated),-13.7,-24.4,-0.7%,5.7%,-6.5%,13.7,-1.4,1.7,6.1%
Cc1ccc(/C=C/C(=O)O)cc1S(=O)(=O)NCCCO,-0.9,7.8,2.6%,2.0%,-0.2%,.,-7.9,6.3,-2.0%
C=CCNC(=O)C1CCN(S(=O)(=O)c2cccs2)CC1,-4.2,-5.7,-2.0%,1.5%,-0.8%,4.8,1.2,1.7,-2.6%
COC(=O)c1cc(NS(=O)(=O)c2ccc(Cl)c(N3C(=O)c4ccc(C(=O)O)cc4C3=O)c2)cc(C(=O)OC)c1,-2.6,-6.5,-1.5%,13.0%,-5.1%,.,-3.9,1.0,-1.2%
CCc1cc(=O)oc2cc(C)cc(OCC(=O)N3CCC[C@@H]3C(=O)O)c12,3.6,0.3,6.5%,-5.0%,-0.2%,-14.9,-2.9,0.8,4.8%
COc1ccc(N(CC(=O)NC2CCS(=O)(=O)C2)S(=O)(=O)c2ccc(Cl)c(Cl)c2)cc1 (configuration not stated),-2.1,-3.6,-0.2%,-14.7%,-0.4%,-16.1,-15.2,3.7,3.0%
CCOC(=O)C1=C(C)NC(=O)NC1c1ccc(OCC(=O)OC)c(OC)c1 (configuration not stated),4.0,-15.1,0.1%,-3.2%,2.2%,-5.6,-8.8,2.1,3.6%
CCOC(=O)C1CCCN(S(=O)(=O)c2c(C)noc2C)C1 (configuration not stated),2.8,8.3,1.5%,0.1%,2.1%,-3.7,-8.5,2.4,-1.9%
CC1CN(c2nc3c(c(=O)[nH]c(=O)n3C)n2Cc2ccccc2F)CC(C)O1 (configuration not stated),-4.5,13.8,-0.5%,1.4%,2.6%,10.1,-0.7,1.1,0.5%
COc1cccc(-c2nc(S(=O)(=O)c3ccc(Cl)cc3)c(NCc3ccccc3)o2)c1,-4.5,-4.1,17.2%,1.6%,6.1%,7.6,-9.6,-0.3,-0.5%
O=C(Cc1ccccc1)Nc1nnc(-c2ccco2)o1,3.6,-3.5,-0.7%,-19.7%,1.2%,3.2,0.2,1.2,-1.8%
Cc1ccccc1OCCC(=O)NNC(=O)COc1cccc(F)c1,.,.,.,-3.9%,1.4%,.,-9.4,.,-6.0%
Cc1cccc(-n2nnc(C(=O)N3CCc4ccccc4C3)c2N)c1,.,.,-0.1%,-1.0%,-0.9%,.,4.8,.,4.2%
CCc1c(C)c2cc3c(c(C)c2oc1=O)OCN(CCc1ccccc1F)C3,0.1,-6.5,20.4%,0.8%,2.9%,12.1,7.0,-0.3,-1.4%
Cc1nc(CN2CCC(c3ccccc3)CC2)cc(=O)[nH]1,-5.7,14.1,-0.2%,-0.6%,0.3%,-8.7,1.8,2.5,-1.8%
O=C(CCC1N=C2c3ccccc3N=C(SCc3ccc(F)cc3)N2C1=O)NCCc1ccccc1 (configuration not stated),0.7,3.6,8.4%,-4.5%,2.1%,10.0,2.5,3.5,-2.3%
CCOC(=O)c1c(C)oc2nc(C)nc(N3CCN(c4ccc(OC)cc4)CC3)c12,-7.3,8.7,1.2%,0.6%,1.6%,-5.3,0.9,0.9,-4.9%
COc1ccc(COc2cccc(C=O)c2)cc1,7.5,4.6,4.5%,-4.8%,0.8%,-6.1,0.2,1.8,-10.8%
CCN(C[C@H]1N[C@@](Cc2ccccc2)(C(=O)OC)[C@H]2C(=O)N(Cc3ccccc3)C(=O)[C@@H]12)C(=O)c1ccc(C)cc1,.,.,.,-3.2%,-26.2%,.,-2.8,.,-0.5%
CCOC(=O)c1ccc2c(c1)N(CC(=O)N1CCCC1)C(=O)C(C)(C)O2,0.4,-10.5,1.6%,-5.5%,4.1%,45.4*,2.2,0.2,-1.9%
O=C(CC1C(=O)NCCN1Cc1ccccc1C(F)(F)F)NCCN1CCCCC1=O (configuration not stated),-0.7,-22.8,1.8%,-3.6%,5.6%,9.5,2.6,2.1,-4.2%
CCOC(=O)CCCCC(=O)c1[nH]c(=O)[nH]c1CSCCO,-2.2,2.8,-0.5%,-6.5%,1.4%,-3.2,2.3,1.3,-0.3%
Cc1cccc(-c2ccc3c(c2)C2CC3CCN2C)c1 (configuration not stated),.,.,.,4.9%,1.5%,.,-6.0,.,-2.1%
FC(F)(F)c1cccc(NC(=S)NCCN2CCOCC2)c1,0.8,-13.7,0.0%,5.2%,0.6%,-5.0,-9.3,9.5,-1.7%
O=C(Nc1c(C(=O)N2CCN(c3ccccc3)CC2)oc2ccccc12)c1ccco1,4.2,-7.2,-2.6%,-2.3%,2.2%,-10.9,-7.9,1.1,-2.8%
C#CCOCCOCCOCCNc1nc(N2CCN(C(=O)[C@H](Cc3cc4ccccc4[nH]3)n3cc([C@@H](N)Cc4ccc(O)cc4)nn3)CC2)nc(N2CCN(C(=O)[C@H](Cc3cc4ccccc4[nH]3)n3cc([C@@H](N)CC(C)C)nn3)CC2)n1,-6.0,-14.6,0.0%,0.9%,6.8%,14.0,-0.9,-0.1,-1.4%
CCOC(=O)c1cnc(N2CCN(C(=O)OCC)CC2)[nH]c1=O,2.4,4.9,-0.8%,-10.3%,1.2%,3.0,-12.0,1.0,-5.1%
Nc1nc(SCC(=O)N2CCCc3ccccc32)[nH]c(=O)c1-c1ccccc1,-0.8,-20.4,1.1%,-4.8%,-8.5%,-3.7,3.5,1.8,0.4%

# Shown as a hit in D2 potentiator, of those listed so far:
SMILES	D1 PAM	D1 antagonist	RXFP1 ag	D2 potentiator	LDHA inh	D1 ag	GRP78 ERSR act
CCOC(=O)c1ccc2c(c1)N(CC(=O)N1CCCC1)C(=O)C(C)(C)O2	0.4	-10.5	1.6%	45.4*	2.2	0.2	-1.9%

# Continuation:
SMILES,D1 PAM,D1 antagonist,RXFP1 ag,Vif-APOBEC3F blk,Vif-APOBEC3G blk,D2 potentiator,LDHA inh,D1 ag,GRP78 ERSR act
O=S(=O)(c1ccc(Cl)c(Cl)c1)N1CCc2nc3ccccc3n2CC1,-0.1,2.0,0.1%,1.1%,-6.2%,2.2,-5.4,0.8,-4.5%
O=C(NCc1ccccc1Cl)c1ccc(NC2=NC3CS(=O)(=O)CC3S2)cc1 (configuration not stated),4.7,-7.0,3.5%,-0.2%,5.8%,-0.8,-2.7,4.0,2.1%
CCOC(=O)c1c(NC(=O)CSc2nnc(-c3ccco3)o2)sc(C(C)=O)c1C,-5.3,-5.7,8.3%,-10.1%,-8.4%,19.4,-0.1,-0.7,-1.7%
Cc1c(C(=O)N2CCN(c3ccccn3)CC2)sc2ncnc(N3CCN(c4ccccc4)CC3)c12,.,.,.,-13.5%,0.3%,.,-7.2,.,2.5%
COc1ccc(-c2c(C)nn3c4c(cnc23)C(=O)CC(c2ccc(C)cc2)C4)cc1 (configuration not stated),-0.7,7.4,0.3%,-13.9%,1.1%,2.5,-2.6,-0.8,-1.9%
O=C1[C@H]2[C@@H](c3ccccc3)N[C@]3(CCCN(CC4CCCCC4)C3=O)[C@H]2C(=O)N1Cc1ccccc1,.,.,.,-1.5%,-4.8%,.,-10.4,.,-4.0%
Cc1ccc(C(C(=O)NC2CCCC2)N(CCCO)C(=O)Cn2nnc(-c3ccc(C)o3)n2)cc1 (configuration not stated),5.8,4.0,0.3%,-2.5%,-2.8%,.,-5.8,-0.6,-4.1%
Cc1ccc(-c2cc(-c3ccccc3Cl)c(C#N)c(N)n2)o1,-0.9,-6.3,3.7%,-13.2%,1.1%,0.9,0.8,15.0,-3.7%
O=C(Cc1cccc([N+](=O)[O-])c1)NCc1nc2cccnc2n1Cc1ccc(F)cc1,-2.5,18.5,1.3%,5.3%,3.3%,-0.7,-5.7,0.8,-3.2%
COc1cc(/C=N/NC(=S)NCC2CCCO2)cc(OC)c1OC (configuration not stated),-3.1,-10.0,-3.7%,-5.4%,-0.8%,-6.5,-8.2,1.5,-1.5%
COc1ccc(C(=O)C2CCCN(S(=O)(=O)c3ccccc3F)C2)c(C)c1 (configuration not stated),0.7,6.6,-1.1%,0.6%,-7.4%,13.5,0.7,20.1,-7.6%
Cc1ccc(Cl)cc1NC(=S)Nn1cnnc1,-3.0,-6.4,-0.7%,3.4%,3.1%,-12.3,-11.5,3.5,-3.4%
COC(=O)c1c(NC(=O)c2ccco2)sc2c1CC(C)(C)NC2(C)C,-0.9,9.2,-0.9%,1.6%,0.8%,8.8,-3.5,2.1,-1.1%
CCOC(=O)C1=C(C)N(C)C(=O)NC1c1cc2c(cc1Br)OCO2 (configuration not stated),4.1,1.3,0.2%,-0.1%,-2.1%,20.9,2.2,3.7,-3.0%
COc1ccc2cc(S(=O)(=O)c3ccccc3F)c(=O)oc2c1,-1.6,-5.7,1.1%,1.2%,-30.3%,2.0,2.0,2.4,-2.1%
COc1ccc(NC(=O)CCCN2C(=O)CN(C)C2=O)c(OC)c1,-4.8,1.4,2.0%,-10.1%,3.3%,-0.4,2.7,2.8,-2.3%
Cc1ccccc1C(=O)NC(CC(C)C)C(=O)Nc1ccc(S(N)(=O)=O)cc1 (configuration not stated),10.9,14.0,-0.6%,1.1%,1.9%,7.6,-7.2,5.1,-3.4%
Cc1ccc2nc(NC(=O)Cn3cc4c(n3)CCCCC4)sc2c1,4.9,8.0,-0.1%,1.8%,1.8%,8.3,-8.1,-1.3,1.1%
CC(C)C(=O)Nc1cccc(NC(=O)c2ccc([N+](=O)[O-])cc2Cl)c1,-10.2,-4.0,0.5%,-2.0%,-1.6%,-11.1,1.0,2.7,-3.4%
Cc1ccc(Oc2ccc(NS(=O)(=O)c3cccc(C(=O)O)c3)cc2)cc1,.,.,.,-6.9%,1.0%,.,2.6,.,-3.2%
